hcGAS lum – Primary biochemical luminescence assay for human cyclic GMP-AMP synthase inhibitors; recombinant h-cGAS, ATP depletion, Kinase-Glo luminescence; inhibition, % at 12.5 µM; 290,000 tested, 0.081% active; AID 1259398, 2018;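 note: 0% = vehicle reaction and 100% = reaction without DNA for no activity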
Target sequence (Q8N884 whole entry, looked up): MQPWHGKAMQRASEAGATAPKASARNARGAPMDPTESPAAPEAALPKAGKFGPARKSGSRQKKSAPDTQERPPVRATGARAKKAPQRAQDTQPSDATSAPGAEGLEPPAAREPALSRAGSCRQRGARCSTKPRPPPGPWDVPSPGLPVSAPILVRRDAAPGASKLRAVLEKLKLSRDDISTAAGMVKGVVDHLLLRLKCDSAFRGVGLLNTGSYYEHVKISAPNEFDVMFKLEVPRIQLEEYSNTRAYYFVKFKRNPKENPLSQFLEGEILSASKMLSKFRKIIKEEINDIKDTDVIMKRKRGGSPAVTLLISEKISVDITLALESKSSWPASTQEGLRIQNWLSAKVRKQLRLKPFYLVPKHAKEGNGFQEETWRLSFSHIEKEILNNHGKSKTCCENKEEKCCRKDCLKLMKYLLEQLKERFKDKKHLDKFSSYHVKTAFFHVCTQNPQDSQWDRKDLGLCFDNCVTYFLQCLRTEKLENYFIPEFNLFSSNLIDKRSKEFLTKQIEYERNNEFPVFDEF
mcGAS lum – cyclic GMP-AMP synthase inhibitors, mouse, primary biochemical chemiluminescence | recombinant cGAS, Kinase-Glo ATP depletion luminescence | inhibition, % at 12.5 µM | 160,000 tested, 0.15% active | AID 1259399, 2018;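 note: 0% = negative control wells and 100% = reference inhibitor with no enzyme activity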
NPYLR7 ag – agonists of mosquito NPYLR7 receptor, primary screen, cell-based, Aedes aegypti, calcium fluorescence, mosquito biting behavior | HEK293T NPYLR7/Galpha15, GCaMP6s calcium fluorescence | 270,000 tested, 0.15% active | activation, % at 10 µM | AID 1259423, 2018; in the data active = activation above about 40%;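 note: 0% = vehicle and 100% = reference agonist at the receptor; some compounds past the cut are filed as inactive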
* hit, by the source's call; x = not tested or not shown; & = joins results of further samples. Cut-off read from the data, not from the text of the source, unless noted: active = inhibition above about 40%; inactive = the rest.

SMILES	hcGAS lum	mcGAS lum	NPYLR7 ag
Cc1cn2c3c(=O)n(CC(=O)c4ccccc4)c(=O)n(C)c3nc2n1C1CCCCC1	-1	-5	21
Brc1cc2c(s1)CNCC2	-10	x	10
CC(=O)c1ccc(OCCCC(=O)NC2CCOc3ccccc32)cc1 (centres undefined)	-6	x	13
CC(C)N1CCCC(Nc2cccc(CO)c2)C1=O (centres undefined)	0	x	0
CCCN1CCC(C(=O)NC(c2ccc(C)cc2)c2ccccn2)CC1 (centres undefined)	-2	-2	-5
CCOc1ccc(-c2ccc(SCC(=O)N3CCc4ccccc43)nn2)cc1	-7	-7	1
O=C(NCc1cccnc1)c1cc(NC(=O)C(c2ccccc2)c2ccccc2)ccc1N1CCC(Cc2ccccc2)CC1	-8	-5	x
O=C(NCc1ccccc1)c1cccnc1N1CCCC1	-4	x	0
CC1CCN(C(=O)Cn2c(-c3ccncc3)nc3ccccc32)CC1	-1	-6	-7
O=C(CN1CCOCC1)N1CCN(Cc2nc3ccccc3c(=O)[nH]2)CC1	-8	x	1
COc1ccc(CCN(Cc2ccc(C)o2)C(=O)CN(CC2CCCO2)C(=O)CCc2ccccc2)cc1OC (centres undefined)	-1	-2	0
CCCc1cc(C(=O)N2CCCCC2CCc2ccc(O)cc2)n[nH]1 (centres undefined)	-9	x	-3
CCC(NC(=O)c1csc2nc(-c3ccccc3C)cn12)c1ncnn1C (centres undefined)	-1	x	1
CCCN1CCC(C)(C(=O)Nc2ccccc2Oc2ccccc2)C1 (centres undefined)	-4	x	0
O=C(NCC1CCCN(C(=O)CCC(F)(F)F)C1)c1cccc2ccccc12 (centres undefined)	-7	x	6
Cc1ccc(CN(CCc2c[nH]c3ccccc23)C(=O)CN(C(C)C)S(=O)(=O)c2cccc3cccnc23)cc1	-3	-4	-2
Cc1ccc(NC(=O)c2csc(CSc3nnc(-c4cccnc4)n3-c3ccccc3C)n2)cc1	-4	-5	19
Cn1nnnc1SCCNC(=O)c1scc2c1OCCO2	-3	x	6
COc1ccc(-c2ccc(=O)n(CC(=O)NCc3ccc(F)cc3)n2)cc1	1	x	8
COc1cccc(/C=C2\SC(=Nc3ccccc3Cl)NC2=O)c1O	0	-3	17
CCOC(=O)c1c(N=Cc2ccc(C)cc2O)sc2c1CCC2	-7	-8	-5
CCCCn1c(N)c(N(C)CCOc2ccccc2F)c(=O)[nH]c1=O	-2	x	-9
Cn1nnnc1SCc1nnc(-c2cccs2)o1	-4	x	4
COc1cccc(C(=O)Nc2ccc(-n3cccn3)cc2C(F)(F)F)c1	-9	x	21
O=C(c1ccc(Br)o1)N1CCN(S(=O)(=O)c2cc3c4c(c2)CCN4C(=O)CC3)CC1	5	x	-4

24 consecutive compounds already listed, quoted:
SMILES	hcGAS lum	mcGAS lum	NPYLR7 ag
Cc1cn2c3c(=O)n(CC(=O)c4ccccc4)c(=O)n(C)c3nc2n1C1CCCCC1	-1	-5	21
Brc1cc2c(s1)CNCC2	-10	x	10
CC(=O)c1ccc(OCCCC(=O)NC2CCOc3ccccc32)cc1 (centres undefined)	-6	x	13
CC(C)N1CCCC(Nc2cccc(CO)c2)C1=O (centres undefined)	0	x	0
CCCN1CCC(C(=O)NC(c2ccc(C)cc2)c2ccccn2)CC1 (centres undefined)	-2	-2	-5
CCOc1ccc(-c2ccc(SCC(=O)N3CCc4ccccc43)nn2)cc1	-7	-7	1
O=C(NCc1cccnc1)c1cc(NC(=O)C(c2ccccc2)c2ccccc2)ccc1N1CCC(Cc2ccccc2)CC1	-8	-5	x
O=C(NCc1ccccc1)c1cccnc1N1CCCC1	-4	x	0
CC1CCN(C(=O)Cn2c(-c3ccncc3)nc3ccccc32)CC1	-1	-6	-7
O=C(CN1CCOCC1)N1CCN(Cc2nc3ccccc3c(=O)[nH]2)CC1	-8	x	1
COc1ccc(CCN(Cc2ccc(C)o2)C(=O)CN(CC2CCCO2)C(=O)CCc2ccccc2)cc1OC (centres undefined)	-1	-2	0
CCCc1cc(C(=O)N2CCCCC2CCc2ccc(O)cc2)n[nH]1 (centres undefined)	-9	x	-3
CCC(NC(=O)c1csc2nc(-c3ccccc3C)cn12)c1ncnn1C (centres undefined)	-1	x	1
CCCN1CCC(C)(C(=O)Nc2ccccc2Oc2ccccc2)C1 (centres undefined)	-4	x	0
O=C(NCC1CCCN(C(=O)CCC(F)(F)F)C1)c1cccc2ccccc12 (centres undefined)	-7	x	6
Cc1ccc(CN(CCc2c[nH]c3ccccc23)C(=O)CN(C(C)C)S(=O)(=O)c2cccc3cccnc23)cc1	-3	-4	-2
Cc1ccc(NC(=O)c2csc(CSc3nnc(-c4cccnc4)n3-c3ccccc3C)n2)cc1	-4	-5	19
Cn1nnnc1SCCNC(=O)c1scc2c1OCCO2	-3	x	6
COc1ccc(-c2ccc(=O)n(CC(=O)NCc3ccc(F)cc3)n2)cc1	1	x	8
COc1cccc(/C=C2\SC(=Nc3ccccc3Cl)NC2=O)c1O	0	-3	17
CCOC(=O)c1c(N=Cc2ccc(C)cc2O)sc2c1CCC2	-7	-8	-5
CCCCn1c(N)c(N(C)CCOc2ccccc2F)c(=O)[nH]c1=O	-2	x	-9
Cn1nnnc1SCc1nnc(-c2cccs2)o1	-4	x	4
COc1cccc(C(=O)Nc2ccc(-n3cccn3)cc2C(F)(F)F)c1	-9	x	21

Other results follow:
SMILES	hcGAS lum	mcGAS lum	NPYLR7 ag
N#Cc1ccc(Cl)cc1NC(=O)CN1CCc2ccccc2C1	-11	x	3
O=c1nc(N2CCOCC2)nc(N2CCOCC2)[nH]1	-7	-3	-2
Clc1ccc(-c2nc(CN3CCC4CCCCC4C3)cs2)cc1 (centres undefined)	-5	-5	5
COc1ccc(CC2(CO)CCN(Cc3cccn3-c3ccc(Cl)cn3)CC2)cc1	-3&3	x	13
CCC[C@H]1CN(C(=O)CCc2scnc2C)C[C@@H]1N	-5	-5	x
CCc1ccc(CN(C)S(=O)(=O)NCc2ccccc2)nc1	-2	x	6
O=C1CN(c2ccccc2NC(=O)C2(c3cccs3)CCCC2)CCN1	-15	x	-5
COCCN(CC(=O)N1CC(=O)N(c2ccc(Cl)cc2)C1)C(=O)COc1ccccc1	-2	1	-15
CCOc1ccc2nc(N(CCCn3ccnc3)C(=O)/C=C/c3cccs3)sc2c1	-2	-10	-13
Cc1cc(C)cc(C(=O)NCCn2nc(-c3ccco3)ccc2=O)c1	7	-5	-1
CN1CCC(Cc2noc(-c3ccc(-c4ccccc4)[nH]3)n2)CC1	-4	x	-4
Cc1ccc(N2C(=O)CC(NCc3ccc(F)cc3)C2=O)cc1 (centres undefined)	-6	-7	-10
Fc1cc(Cl)ccc1CSc1nc2ncccc2[nH]1	-7	x	7
Cc1ccc(CN(Cc2ccc(F)cc2)C(=O)CN(CC2CC2)C(=O)c2ccccc2C)s1	1	-1	-2
O=C(NCCOc1ccc2nnc(-c3ccccc3)n2n1)c1ccco1	-2	0	-10
CCCOC(=O)C1=C(C)N(CC)C(=O)NC1c1ccccc1Cl (centres undefined)	-3	-4	-4
CNS(=O)(=O)c1ccc(Br)cc1	-9	-6	5
Nc1c(Br)cc(Br)c2cccnc12	-7	-1	-2
COCc1c(Br)c(C)nc(OCC(=O)N/N=C\c2ccc([N+](=O)[O-])cc2)c1C#N	1	-5	-5
CCOc1ccccc1NC(=O)Cn1c(=O)c(CNc2ccccc2)cc2cc3c(cc21)OCCO3	-3	x	4
O=[N+]([O-])c1ccc(Br)c2ccncc12	3	x	2
CC(=O)c1ccc(N2CCN(c3nc(-c4ccc(Oc5ccccc5)cc4)nc4ccccc34)CC2)cc1	-1	2	3
COc1cccc(C(CN2CCN(C(=O)Nc3ccc(F)cc3)CC2)OCc2ccc(C#N)cc2)c1 (centres undefined)	-1	-6	x
CN1CCC(O)(C(=O)N[C@@H]2CCOC[C@H]2OCC2CCC2)CC1	0	-5	x
O=C(CCN1CCN(c2ccccc2)CC1)NNC(=O)c1ccc2c(c1)OCCO2	-5	x	6
(list continues)
SMILES	hcGAS lum	mcGAS lum	NPYLR7 ag
COc1cccc(N(CC(=O)Nc2ccccc2C(C)C)C2=NC(C)(C)CS2)c1	-7	x	2
Fc1ccc(C=C2CCCC3C2=Nc2ncnn2C3c2ccc(F)cc2)cc1 (centres undefined)	8	x	20
O=C(CSc1nc(=O)n(CCCO)c2c1CCC2)Nc1ccc2c(c1)OCO2	-2	0	-10
CC(OC(=O)c1nccnc1N)c1cccnc1 (centres undefined)	3	-3	7
COC(=O)[C@@H]1C[C@@H](N(C)C)CN1C(=O)c1ccncc1Cl	-8	-9	x
CNc1nc2cnc(Nc3ccc(F)c(Cl)c3)cc2n1Cc1ccc(OC)c(OC)c1	-6	-8	9
Cc1cccc(CO[C@]2(C(=O)NCC3CCCO3)CC(OCc3ccc(F)cc3)[C@@H]3OC(C)(C)O[C@@H]3C2)c1 (some centres undefined)	-1	-4	8
O=C(CSc1nc(=O)n(CCCO)c2c1CCCC2)N1CCN(c2ccccc2)CC1	-8	-8	-8
Cc1cnc2n(c1=O)C(CC(=O)N1CCC(C(N)=O)CC1)CS2 (centres undefined)	-3	x	-3
C[C@@H]1[C@@H](NC(=O)[C@H](N)CCCCNC(=O)c2cccnc2)C[C@H]2C[C@@H]1C2(C)C	8	0	2
CS(=O)(=O)N1CCC(NCCSc2cn[nH]n2)CC1	-8	-11	17
CCCCCN(CC(=O)Nc1cc(-c2ccccc2)nn1-c1ccc(F)cc1)C(=O)c1ccccc1OC	-12	-4	1
CC(O)(c1ccc(F)c(F)c1)c1nc(-c2cccc3cccnc23)cs1 (centres undefined)	-15	x	6
CCOc1ccc(N2CC(NC(=O)Nc3nc(C)cs3)CC2=O)cc1 (centres undefined)	-8	-8	5
Cc1nc(CN2CCN(C3CCC4(CCNCC4)CC3)CC2)no1	-1	x	2
O=C(NC1CCN(c2ccccc2C(=O)N2CCN(c3ccccn3)CC2)CC1)c1cccs1	-6	-5	-3
COc1cccc(Oc2cc(C)nc(SCc3c(F)cccc3F)n2)c1	-2	1	-4
CC1(C)C2CCC1(C)C(NC(=O)CCCN1CCOC1=O)C2 (centres undefined)	7	x	10
CC1CCC(=NNc2cc(C(F)(F)F)ccc2Cl)CC1 (centres undefined)	-8	x	2
CCc1nnc(NC(=O)CCc2ncc(-c3ccc(Cl)cc3)o2)s1	-13	x	7
CCCC(=O)OCC(O)CN(Cc1nc2sc(C(=O)OCC)c(C)c2c(=O)[nH]1)Cc1ccco1 (centres undefined)	-4	-4	11
CCc1c(C)sc2nc(SCC(=O)Nc3ccc(F)cc3)n(C)c(=O)c12	-8	-17	-4
CN1CCCc2cc(C(=O)N3CCCC(N(C)Cc4ccccc4)C3)ccc21 (centres undefined)	-6	-8	3
CN(C)c1ccc(NC(=O)Nc2ccc3c(c2)c(=O)n(C)n3Cc2ccccc2)cc1	-11	-8	0
COc1cc2c(cc1OC)C(c1cccc(C(F)(F)F)c1)N(C(=O)c1cc(Cl)cc(Cl)c1)CC2 (centres undefined)	-3	-5	28

One compound at a time, as listed above. Values in the order: hcGAS lum | mcGAS lum | NPYLR7 ag
CN1CCCc2cc(C(=O)N3CCCC(N(C)Cc4ccccc4)C3)ccc21 (centres undefined) is entered as -6 | -8 | 3
Cc1cnc2n(c1=O)C(CC(=O)N1CCC(C(N)=O)CC1)CS2 (centres undefined) is entered as -3 | x | -3

Later entries:
SMILES	hcGAS lum	mcGAS lum	NPYLR7 ag
C[C@H]1[C@H](NC(=O)/C(=N/OC(C)(C)C(=O)O)c2csc(N)n2)C(=O)N1S(=O)(=O)O (stereo in doubt)	0	-5	1
O=C(O)COc1ccc(I)cc1	-8	-4	-3
O=S(=O)(c1cccc(Br)c1)N1CCN(Cc2nc(-c3ccccc3)no2)CC1	0	0	0
CCc1ccc(C(=O)N2CCCC2C(=O)Nc2nnc(-c3cccc(Br)c3)s2)cc1 (centres undefined)	-2	1	-4
COC(=O)c1sc2nc(Cn3cc[n+](C)c3)[nH]c(=O)c2c1C	-6	x	-1
CCN(Cc1cc(C)[nH]n1)CC1CCCO1 (centres undefined)	-9	x	5
COc1cccc(-c2ccc3c(c2)COC2(CCN(C(=O)Cc4cc(OC)c(OC)c(OC)c4)CC2)O3)c1	3	-3	-15
O=C(CSc1nnc(-c2ccccc2)n1-c1ccccc1)N/N=C\c1c(Cl)cccc1Cl	-3	x	-6
CCOC(=O)c1nn(CCc2ccc(OC)cc2)c2c1CN(CCC(=O)OC)CC2	-22	-8	18
CC1(C)C(N(O)C(=O)Nc2cccc3ccccc23)N(c2cccc3ccccc23)C(=O)N1CC(=O)O (centres undefined)	-1	-4	3
CC(C)(C)NC(=S)N1CCn2cccc2C1c1ccc(F)cc1 (centres undefined)	-4	x	7
CCc1ccc(C(=O)N(CCC#N)CC2CCC2)o1	-8	-16	15

Source: PubChem BioAssay
